Screening results (PubChem)
Hck-Nef inh = human Hck-Nef kinase inhibition; P08631; Recombinant Hck-YEEI plus Nef, Z-Lyte FRET kinase assay; inhibition, % at 20 µM; 220,000 tested, 0.68% active; AID 463187;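 active means Hck-Nef kinase inhibition above about 50%, limit read from the data; inactive means inhibition below that limit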;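 further: 0% = DMSO with Hck plus Nef and 100% = Hck alone without Nef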
Runt-SMMHC FRET = blocks binding of human RUNX1 Runt domain to CBFb-SMMHC | 220,000 tested, 0.74% active | inhibition, % at 20 µM | Cerulean-Runt/Venus-CBFb-SMMHC FRET ratio 530/480, 1 h | Q01196+Q13951;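 active means mean inhibition across duplicate retests at 20 µM reaching about 50%, limit read from the data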;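 further: 0% = DMSO wells and 100% = wells with excess untagged CBFb-SMMHC; inhibitors lower the FRET ratio by blocking Runt binding to CBFb-SMMHC; some results filed as inactive read as strong as hits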
Target sequence (Q01196 whole entry, looked up, the tested form may be a part): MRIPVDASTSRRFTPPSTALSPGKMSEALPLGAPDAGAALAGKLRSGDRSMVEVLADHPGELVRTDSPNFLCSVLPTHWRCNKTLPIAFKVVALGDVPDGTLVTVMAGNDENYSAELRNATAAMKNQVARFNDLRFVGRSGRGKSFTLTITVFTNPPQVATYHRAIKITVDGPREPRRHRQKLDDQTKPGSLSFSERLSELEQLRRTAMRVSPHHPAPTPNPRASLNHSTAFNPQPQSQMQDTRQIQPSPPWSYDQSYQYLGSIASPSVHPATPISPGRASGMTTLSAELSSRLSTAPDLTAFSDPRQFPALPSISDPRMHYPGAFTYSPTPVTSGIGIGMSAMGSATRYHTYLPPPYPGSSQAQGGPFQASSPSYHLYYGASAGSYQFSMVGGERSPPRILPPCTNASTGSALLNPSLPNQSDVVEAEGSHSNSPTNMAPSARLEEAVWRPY
Target sequence (Q13951 whole entry, looked up, the tested form may be a part): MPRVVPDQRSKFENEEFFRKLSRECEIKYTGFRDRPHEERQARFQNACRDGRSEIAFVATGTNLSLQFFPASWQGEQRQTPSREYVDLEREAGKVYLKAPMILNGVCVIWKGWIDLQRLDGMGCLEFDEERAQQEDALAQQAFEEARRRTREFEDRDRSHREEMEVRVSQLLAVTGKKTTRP
TNF death inh = blocks TNF-alpha induced death of Jurkat FADD-/- cells; Jurkat FADD-/- TNF necroptosis rescue, ATP luminescence, 24 h; 0 = TNF only, 100 = no-TNF cells; activation (protection from cell death), % at 10 µM; 220,000 tested, 0.068% active;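 active means activation, meaning protection from cell death, of at least 50% relative to plate controls; inactive means activation below 50%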;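 further: necroptosis triggered by 40 ng/mL TNF-alpha added together with compound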
EP2 mod = EP2 receptor (human) modulation. P43116. EP2-expressing cells, cAMP HTRF FRET, PGE2 co-stimulation. induction, % at 25 µM. 260,000 tested, 0.83% active;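 active means compounds whose cAMP rise, as percent of the full-agonist control response, exceeds 60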;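 further: rat C6 glioma line stably carrying human EP2 under a CMV promoter; the protocol text gives 20 µM as final concentration; 100% = response of wells given 1 µM PGE2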
Target sequence (P43116 whole entry, looked up): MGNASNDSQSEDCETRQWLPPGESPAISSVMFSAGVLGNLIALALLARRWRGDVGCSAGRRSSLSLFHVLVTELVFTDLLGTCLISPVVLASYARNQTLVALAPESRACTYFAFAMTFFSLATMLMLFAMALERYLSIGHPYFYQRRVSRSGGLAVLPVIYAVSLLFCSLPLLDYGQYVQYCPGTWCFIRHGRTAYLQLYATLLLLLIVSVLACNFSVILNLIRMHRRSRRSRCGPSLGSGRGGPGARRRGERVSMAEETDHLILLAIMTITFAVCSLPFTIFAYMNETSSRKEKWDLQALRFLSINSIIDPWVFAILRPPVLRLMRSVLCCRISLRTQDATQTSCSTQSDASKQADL
zVAD death inh = blocks zVAD induced death of L929 cells; L929 zVAD necroptosis rescue, ATP luminescence, 24 h; with zVAD 60 µM; AID 1377; 220,000 tested, 0.38% active; viability rescue, % at 10 µM;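 active means activation, scaled between plate controls, above about 75%, limit read from the data; inactive means activation under that limit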;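 further: 0% = zVAD with DMSO and 100% = DMSO alone without zVAD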
Runt-CBFb FRET = blocks binding of human RUNX1 Runt domain to CBFb | Q01196+Q13951 | Cerulean-Runt/Venus-CBFb FRET ratio 530/480, 1 h | inhibition, % at 20 µM | 220,000 tested, 0.46% active | AID 1496;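 active means inhibition over about 50% at 20 µM in the single-dose screen, limit read from the data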;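 further: 0% = DMSO wells and 100% = excess unlabeled CBFb competitor control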
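test system = Cerulean-Runt domain fusion protein, energy donor | probe or stimulus = Venus-CBFb binding partner, 100 nM | incubation = two 1 h room-temperature incubations shielded from light | detection = fluorescence energy transfer, 422 nm excitation, 530/480 nm emission | measure = loss of energy transfer signal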
RBBP9 inhibitor = blocks human serine hydrolase RBBP9. inhibition, % at 7.94 µM. recombinant RBBP9, FP-Rh probe fluorescence polarization. 220,000 tested, 0.2% active;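 active means inhibition above the campaign mean of all tested compounds plus 3 SD, cut at about 14% in these data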;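 further: plate controls were DMSO wells with RBBP9 for no effect and wells lacking RBBP9 protein for full effect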
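System: RBBP9 protein | Quantity: 2.5 µM RBBP9 dispensing solution, before mixing | Reagent: FP-Rh probe, 375 nM dispensing solution | Timing: Enzyme-compound preincubation 30 min, then probe labeling 45 min, 25 °C | Measured by: Fluorescence polarization | Read-out: % inhibition | Replication: One well per compound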
EP2 antag = inhibitors of human EP2 prostaglandin E2 receptor; P43116; inhibition, % at 25 µM; 260,000 tested, 0.52% active; C6 glioma cells expressing human EP2, cAMP TR-FRET; cells stimulated with saturating PGE2; AID 1422;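 active means percent inhibition above 40 after rounding to a whole number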;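 further: rat C6 glioma host cells with rolipram phosphodiesterase inhibitor present; the protocol text gives 20 µM as final concentration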
PERK inhibitor = human PERK inhibition, primary cell-based screen. CHO PERK-DD fusion, SEAP luminescence translation reporter. Q9NZJ5. 220,000 tested, 0.17% active. inhibition, % at 5.6 µM;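 active means inhibition above the mean inhibition of all tested compounds plus 3 SD, set separately per screening campaign, cut at about 2.9% in these data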;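 further: PERK kinase domain activated by AP20187 dimerizer at 100 nM; 0% = DMSO with dimerizer and 100% = rapamycin at 8.4 µM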
The depositor's hits bear a star; nt = no result given; & = joins results of further samples. Only part of the results is shown. The share of hits here may be higher or lower than overall.

molecule | RBBP9 inhibitor | EP2 mod | Runt-SMMHC FRET | zVAD death inh | Runt-CBFb FRET | TNF death inh | Hck-Nef inh | EP2 antag | PERK inhibitor
COC(=O)C1=CN(C)C=C(C(=O)OC)C1c1ccsc1 | -2 | 35 | 61* | -0.3 | 108* | -4.9 | 53* | 5 | 0.0
CN(C(=O)c1cccc(C#N)c1)c1nnc(-c2cnccn2)s1 | -2 | -7&-14 | 0 | 1.6 | -1 | 0.5 | 6 | 13&3 | 1.8
O=S(=O)([O-])CCC[n+]1c(/C=C\Nc2ccccc2)oc2ccc(-c3ccccc3)cc21 | -11 | 3 | nt | 1.1 | nt | 1.0 | 20 | 4 | 0.7
Cc1ccc(OC(=O)COc2ccccc2C)c(-n2nc3ccccc3n2)c1 | -4 | 22 | -6 | 0.1 | -3 | -7.6 | 7 | 16 | 0.5
COc1ccccc1N(C)S(=O)(=O)c1ccc(C(=O)OCC(=O)NCCC2=CCCCC2)cc1 | -4 | 7 | -2 | -0.1 | -4 | 2.2 | -4 | 6 | 0.4
Cc1cn(C2OC(COC(=O)c3ccccc3)C(OC(=O)c3ccccc3)C2OC(=O)c2ccccc2)c(=O)[nH]c1=O (stereo not given) | -8 | 34 | -6 | 0.2 | 0 | -0.9 | 3 | 9 | -1.6
Cc1ccccc1NS(=O)(=O)c1ccc(C2CNC(=O)C2)cc1 (stereo not given) | 0 | 1 | -5 | -0.2 | 2 | 0.8 | 0 | 5 | 0.6
COc1ccc(N2CCN(CCOc3ccc4c(C)cc(=O)oc4c3)CC2)cc1 | -3 | -9 | 1 | 0.1 | -6 | 1.8 | 6 | 11 | -1.5
COc1cccc(NC(=S)Nc2cc(C(=O)O)ccc2N2CC3CC(C2)c2cccc(=O)n2C3)c1 (stereo not given) | -6 | 22 | -4 | 1.9 | 1 | -0.6 | 27 | 5 | 0.6
COC(=O)c1sc(NC(=O)COc2ccccc2)nc1C | 8 | -3 | 0 | 0.8 | 1 | 1.7 | -13 | nt | 0.7
C/C(=N/Nc1nc(-c2ccccc2)c(CC(=O)O)s1)c1ccccc1 | 17* | -30 | 39 | 54 | 20 | -1.7 | 4 | 12 | 0.4
O=C(CSC1=NCCN1)Nc1cccc(C(F)(F)F)c1 | 0 | 9 | -1 | 66 | 3 | -5.7 | -10 | 11 | 1.6
Nc1cc[n+](CC(=O)Nc2ccccc2)cc1 | -2 | 24 | -2 | 0.0 | 0 | 0.3 | 22 | 8 | 0.9
O=C(O)CCCCCCCCCCCc1ccccc1 | -4 | 78* | -2 | 0.0 | -8 | -0.3 | 16 | 10 | 1.6
CN(Cc1ccccc1)C(=O)CSc1nc2cc(C(=O)N3CCC(C(N)=O)CC3)ccc2c(=O)n1-c1ccccc1 | -1 | 4 | -3 | 1.4 | 3 | 4.6 | 19 | 5 | 0.5
CCOC(=O)c1cc2c(ccn2C)n1CC(=O)N1CCN(c2ccc(F)cc2)CC1 | -3 | 14 | -4 | -0.1 | 0 | -2.4 | 0 | 3 | -0.2
O=C(Nc1ccc(F)cc1)c1nc2c(nnn2Cc2cccc3ccccc23)c(=O)[nH]1 | 2 | 46 | -6 | 0.9 | -9 | 0.0 | 20 | 10 | 0.6
c1ccc(-c2nnc(SCc3nnc(-c4cccs4)o3)o2)cc1 | -9 | -46 | -3 | 1.4 | 2 | -1.0 | 0 | -3 | 0.2
CCOc1cc(/C=N/NC(=O)Cn2nc([N+](=O)[O-])cc2C)cc(Br)c1OCc1ccccc1C | -3 | 8 | -2 | 0.4 | -2 | -0.4 | -1 | 3 | 0.8
Cc1nn2cc(-c3ccc(Cl)cc3)cnc2c1Cl | 4 | 4 | -3 | 0.0 | 2 | 1.8 | 29 | 1 | 0.2
C=CCN1C(=O)C(Cc2ccc(OCC)cc2)S/C1=N\N=C\c1cccs1 (stereo not given) | -13 | 10 | -8 | -0.3 | 2 | 0.9 | -17 | 10 | -0.2
O=C(CSc1nc2ccccc2c(=O)n1CCCN1CCOCC1)Nc1cccc(S(=O)(=O)N2CCCCCC2)c1 | -2 | -16 | -9 | -0.1 | -2 | 5.7 | 2 | 4 | -1.1
O=S(=O)(Cc1cc(-c2ccc(Cl)cc2)no1)c1ccccc1 | -9 | 20 | 0 | 0.0 | 0 | -0.8 | -2 | 12 | -0.8
CCc1nnc(NC(=O)C2CCCN2S(=O)(=O)c2ccccc2)s1 (stereo not given) | -15 | 7 | 1 | -0.3 | -2 | -0.8 | 9 | 10 | -0.5
CC(C)(C)C(=O)NC1(C(F)(F)F)NC(=O)N(c2ccc(F)cc2)C1=O (stereo not given) | 2 | 2 | -1 | 0.5 | 1 | -0.6 | -2 | 3 | 1.4
COc1ccc(OC)c(-n2c(=S)[nH]c3cc(C(=O)N4CCCCC4)ccc3c2=O)c1 | -6 | 21 | 2 | -0.5 | 1 | 0.6 | 7 | 5 | 0.5
Cc1ccc(Nc2c([N+](=O)[O-])c(=O)oc3ccccc23)cc1 | 0 | -20&-28 | -1 | 2.0 | 1 | -0.6 | 29 | 14&6 | 1.4
CC(=O)Nc1c(C(=O)C2CC2)oc2ccccc12 | 3 | 26 | 0 | 0.1 | -2 | -0.3 | -1 | 7 | 1.5
Cc1noc(C)c1C(=O)N1CCN(Cc2ccccc2)CC1 | -1 | 19 | -3 | 0.5 | 0 | 1.1 | 1 | 9 | -0.1
O=C(CCCCCNC(=O)c1ccccc1)N/N=C/c1ccccc1O | 1 | 2 | 6 | 0.1 | 1 | 1.1 | -17 | 14 | 1.2
N#CCC(=O)Nc1ccc(C(=O)OCC(=O)N(Cc2ccccc2)C2CCS(=O)(=O)C2)cc1 (stereo not given) | -11 | -17 | -3 | 4.1 | -1 | 0.2 | 21 | 8 | 1.0
CCOc1ccccc1CN1CCN(S(=O)(=O)CC)CC1 | 2 | 20 | -4 | -0.2 | -1 | -0.4 | 1 | 7 | -1.1
c1ccc(-c2noc(-c3ccc4c(c3)OCO4)n2)nc1 | -5 | -5 | 3 | -0.1 | 1 | -22 | 2 | 13 | 1.1
Cc1cccnc1NC(=S)NC(=O)c1cncc(Br)c1 | -9 | 29 | 6 | -0.3 | 1 | -2.9 | 0 | 6 | -0.1
O=C(NC(=O)c1ccc(Cl)cc1)OC1CCCCC1 | -8 | 20 | -7 | 0.1 | -1 | 1.4 | 7 | 2 | 1.2
NC(N)=Nc1nc(-c2ccccc2)c2cc(F)ccc2n1 | -10 | -11 | 3 | 70 | 2 | 6.2 | 10 | 12 | -0.4
CCOc1cccc2cc(C(N)=O)c(=N)oc12 | -6 | -32 | 2 | -0.2 | -2 | -7.9 | 14 | 10 | 0.6
CCN(c1cccc(C)c1)S(=O)(=O)c1ccc2c3c(cccc13)C(=O)N2 | -14 | 79* | 0 | -0.2 | -2 | -2.9 | 3 | 15 | -0.6
CCn1cc(CN(C)S(=O)(=O)c2ccc3ccccc3c2)c(C)n1 | -5 | -14 | -5 | -0.2 | -1 | -4.7 | 2 | 3 | -0.7
Cc1cccc(NC(=S)NC2CC3CCC(C2)N3Cc2ccco2)c1C (stereo not given) | -1 | -21 | 2 | -0.6 | nt | -9.8 | -2 | 24 | -2.2
COc1cc(NC(=O)c2ccc(F)cc2)c(OC)cc1Cl | -10 | 8 | 0 | 0.0 | -1 | -2.4 | 7 | 11 | -0.8
CC(C)CCOc1cccc(OCC(=O)N(C)C2CCS(=O)(=O)C2)c1 (stereo not given) | -2 | -3 | -2 | 1.7 | -4 | 1.3 | 0 | 8 | 1.3
Cc1nn(C)c(C)c1S(=O)(=O)N1CCCC(C(=O)N2CCN(c3ccccc3)CC2)C1 (stereo not given) | -2 | 10 | 1 | -0.8 | 1 | -1.1 | 1 | nt | -1.4
C/C(=N\NC(=O)CCCNc1ccc(C)cc1)c1ccccn1 | -8 | -29 | -2 | 4.7 | 0 | -3.9 | 0 | 15 | 1.5
CN1CC(=O)N(CC(=O)Nc2ccc(Cl)c(C(F)(F)F)c2)C1=O | -12 | 13 | 4 | 0.4 | 1 | -0.2 | 0 | 6 | 0.7
O=C(Cc1cccs1)Nc1nnc(C2CC2)s1 | -2 | 7 | -2 | 2.5 | 2 | 0.7 | 6 | 7 | 1.3
CCc1ccc(CCC(=O)Nc2sc3c(c2C#N)CCCC3)o1 | -9 | 4 | 2 | 0.3 | 14 | -9.6 | 0 | 4 | -0.7
CCOc1ccc2c(c1)sc(=NC(=O)C1CC1)n2C | 1 | 10 | 5 | 0.8 | 0 | 0.2 | -2 | 8 | -0.1
c1ccc2cc(Sc3ncnc4c3oc3ccccc34)ccc2c1 | 2 | 29 | 0 | 0.5 | 7 | -0.8 | 1 | 4 | 0.9
CSC1=NCCN1S(=O)(=O)c1ccc(Cl)cc1 | -4 | -7 | -1 | 2.1 | 1 | -0.9 | 26 | 12 | 0.9
Cc1cccc(Oc2cc([N+](=O)[O-])cc3c2C(=O)Nc2ccccc2O3)c1 | -13 | 46 | -2 | -0.2 | -3 | -6.3 | 1 | 7 | 0.2
COc1ccc(C(=O)NC=C2C(=O)OC(C)(C)OC2=O)cc1 | -4 | 38 | -6 | 2.6 | 1 | 0.8 | 44 | 1 | 0.8
C/C(=N\NC(=O)c1nnn(-c2nonc2N)c1COc1ccc(F)cc1)c1ccc(Cl)cc1 | -7 | -7 | 4 | 0.3 | 2 | 1.5 | 35 | 4 | 0.1
CCC(=O)Nc1ccccc1C(=O)N1CCN(Cc2ccccc2)CC1 | 1 | 13 | 0 | -0.1 | -2 | -2.3 | 2 | 12 | 0.7
O=[N+]([O-])c1cnc(Sc2ccncn2)s1 | -3 | -44 | 12 | -3.5 | 21 | -32 | 0 | 70* | -0.2
Cc1c(-n2c(O)c(C3=c4ccccc4=NC3=O)sc2=O)c(=O)n(-c2ccccc2)n1C | 2 | -7 | -5 | 1.9 | -3 | 2.3 | -5 | 8 | 1.3
COc1ccc(NC(=O)c2ccc([N+](=O)[O-])cc2[N+](=O)[O-])c(OC)c1 | -10 | -20 | 0 | 1.4 | 2 | 0.4 | 33 | 4 | 1.1
Fc1ccc(Oc2ccc3nnc(C(F)(F)F)n3n2)cc1 | 5 | -8 | -1 | 0.2 | 0 | 1.4 | 22 | 6 | 0.8
